Source: PubChem BioAssay (Broad Institute)
Cneo AK release: Cryptococcus neoformans lysis via adenylate kinase release. C. neoformans lysis, adenylate kinase release luminescence, 4 h; normalised: neutral wells 0, clomiphene wells 100. lysis activity, % at 15 µM. AID 651654. 360,000 compounds, 0.2% hits;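 active means mean lysis activity across replicates of at least 80%, whatever share of replicates individually reach that level; inactive means mean lysis activity below 80%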
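Schedule: static 4 h at 37 °C with compound, 1 h detection; system: C. neoformans cells; benchmarks: Clomiphene as positive control; buffer or medium: fresh YPD medium; measure: luminescence rise reflecting yeast cell lysis; measured by: luminescent adenylate kinase detection reagent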
SIRT5 block: blocks human SIRT5 desuccinylation of peptide; Q9NXA8; 330,000 compounds, 1.1% hits; Purified SirT5, succinyl-peptide AMC, trypsin-coupled fluorescence; inhibition, % at 15 µM; in the data active means inhibition above about 15%; inconclusive means no clear call, values can overlap the other calls
Target sequence (Q9NXA8 whole entry, looked up): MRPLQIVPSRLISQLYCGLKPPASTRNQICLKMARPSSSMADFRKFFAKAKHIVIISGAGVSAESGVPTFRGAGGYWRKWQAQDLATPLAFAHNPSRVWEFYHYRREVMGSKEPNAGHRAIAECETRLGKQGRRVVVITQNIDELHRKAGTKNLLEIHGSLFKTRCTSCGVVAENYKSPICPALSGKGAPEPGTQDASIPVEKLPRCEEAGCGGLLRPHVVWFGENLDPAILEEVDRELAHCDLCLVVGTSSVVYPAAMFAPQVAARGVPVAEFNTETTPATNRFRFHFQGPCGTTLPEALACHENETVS
ARNT TACC3 PPI: disrupts binding between human ARNT and TACC3; Q9Y6A5; AlphaScreen His-ARNT PAS-B/GST-TACC3 binding, luminescence; TACC3 fragment carries E629A point mutation; inhibition, % at 9.99 µM; 390,000 compounds, 0.66% hits; AID 623870;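 active means mean inhibition of replicates at least 50% and at least half of replicates each reaching 50%; inconclusive means half or more replicates reach 50% but mean below 50%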;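 further: 0% = complete ARNT plus TACC3 wells and 100% = ARNT alone without TACC3; many hits fall short of the cut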
miR-122 sensor: inhibitors of miR-122 in Huh7 cells; Huh7 miR-122 Renilla luciferase sensor, 48 h; neutral wells = 0, positive control = 100; activation (reporter increase), % at 12.5 µM; 340,000 compounds, 0.3% hits; AID 602342;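 active means mean replicate activation score at least 90 and every replicate individually at or above 90; inconclusive means only one of the two criteria met; inactive means neither criterion met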;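 further: higher luciferase means less miR-122 activity so hits act as miR-122 inhibitors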
C2C12 statin: suppressors of simvastatin-induced myotoxicity in C2C12 myotubes. ATP luminescence, 48 h; scaled: DMSO 0, geranylgeraniol control 100. 330,000 compounds, 0.78% hits. rescue of ATP level, % at 7.49 µM;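 active means mean ATP rescue above about 67%, or every replicate alone reaching that limit, limit read from the data, passing the limit was not always enough; inconclusive means no clear call, values can overlap the other calls; inactive means mean under the limit and some replicate under it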;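 further: myotubes were challenged with 10 µM simvastatin during compound exposure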
esBAF inh: blocks esBAF chromatin remodeling in mouse ES cells | Bmi1-luciferase knock-in reporter, 24 h; 100% = twice the neutral-well signal | reporter increase, % at 12.5 µM | 350,000 compounds, 2% hits; in the data active means activation above about 40%; inconclusive means no clear call, values can overlap the other calls;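 further: 0% = median of the plate's neutral control wells and 100% = double that signal; a rise in the Bmi1 reporter signal indicates esBAF inhibition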
ERp5 block: blocks human ERp5 reductase activity on insulin; Q15084; ERp5 insulin aggregation, absorbance 650 nm, 90 min; inhibition, % at 9.99 µM; 350,000 compounds, 0.05% hits; AID 651711;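 active means mean replicate inhibition above about 25%, with every replicate also reaching it, limit read from the data, passing the limit was not always enough; inconclusive means only one of those two criteria met; inactive means neither criterion met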
Target sequence (Q15084 whole entry, looked up): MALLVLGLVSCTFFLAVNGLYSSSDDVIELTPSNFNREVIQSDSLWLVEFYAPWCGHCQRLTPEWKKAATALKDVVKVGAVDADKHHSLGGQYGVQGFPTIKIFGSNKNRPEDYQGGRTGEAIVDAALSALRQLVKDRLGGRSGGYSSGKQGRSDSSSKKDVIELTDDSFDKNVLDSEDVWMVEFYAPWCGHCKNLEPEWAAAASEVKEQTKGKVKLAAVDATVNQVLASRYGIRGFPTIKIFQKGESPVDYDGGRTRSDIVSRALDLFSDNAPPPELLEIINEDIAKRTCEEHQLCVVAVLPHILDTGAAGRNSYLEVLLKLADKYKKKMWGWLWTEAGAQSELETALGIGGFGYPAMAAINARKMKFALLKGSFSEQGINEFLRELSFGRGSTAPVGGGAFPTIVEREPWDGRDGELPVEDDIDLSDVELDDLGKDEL
Starred values were filed as active, the others as inactive; ? = inconclusive; · = not tested or not shown; & = joins results of further samples; [ ] = remark or other dose. The order is random; 4% or so of the library scored in one or more.

SMILES	Cneo AK release	SIRT5 block	ARNT TACC3 PPI	miR-122 sensor	C2C12 statin	esBAF inh	ERp5 block
COc1cccc(-c2cnc3c(NC(C)=O)cc(-c4cccc(NC(C)=O)c4)cn23)c1	-4	·	·	-2	4	6	1
CC(C)(C)NC(=O)C(c1cccs1)N(Cc1ccc(F)cc1)C(=O)c1csnn1 (configuration not stated)	·	-4	-2	·	9	-5	5
CCCCN(C(=O)CN1CC(C)OC(C)C1)c1c(N)n(CC(C)C)c(=O)[nH]c1=O (configuration not stated)	·	-3	-9	·	·	·	4
O=C(C[C@H]1CC[C@@H](NC(=O)c2cccc(F)c2)[C@H](CO)O1)NCCN1CCCC1	9	2	31	1[16.7 µM]	2	-2	-1
CCN(C[C@H]1N[C@@](Cc2ccccc2)(C(=O)OC)[C@H]2C(=O)N(Cc3ccccc3)C(=O)[C@@H]12)S(=O)(=O)c1ccc(-c2ccccc2)cc1	0	-2	-6	0	-2	2	-7
COc1cc(C(=O)OCC(=O)N2CCCC2=O)cc(OC)c1C	1	-3	6	-11	-5	-7	-3
O=C(NCCCCCCNC(=O)c1ccccc1O)c1ccccc1O	2	-5	1	-3	-12	6	1
COc1ccc(C2=CC(=O)C[C@H](CN3C(=O)c4ccccc4C3=O)N(C(=O)OC(C)(C)C)O2)cc1	-1	-5	-4	-1	-10	3	-5
COc1ccc(-n2nc3c(N4CCC(C(=O)NCc5ccco5)CC4)nnc(C)c3c2C)cc1	6	·	3	-7	3	-1	·
CCN1CCCC1CN(Cc1cc2ccc(C)cc2[nH]c1=O)C(=S)Nc1ccc(OC)cc1 (configuration not stated)	4	·	16	-4	·	·	·
COc1cccc(CNC(=O)Cn2ncc3c(=O)oc4ccccc4c32)c1	0	1	-4	7	·	·	-4
c1ccc(CNc2ncnc3ccccc23)cc1	-2&-1	2	-5&-6	7&1	-26&-33	-39&-18	-1
Cc1ccccc1C(=O)NCCCn1ccnc1	-2	-2	1	7	-4	-1	1
O=C(CCc1nc(-c2ccccc2F)no1)NCCN1CCN(Cc2ccccc2)CC1	3	·	-5	-4	-3	8	·
Cc1nn(Cc2ccccc2)c(C)c1C(=O)N1CCN(CC(=O)Nc2ccc(F)cc2)CC1	3	-4	3	·	0	-3	-4
O=C(Cc1ccncc1)Nc1ccc2c(c1)[C@H]1C[C@@H](CC(=O)N3CCCCC3)O[C@@H](CO)[C@H]1O2	14	0	-1	2[16.7 µM]	-5	-2	5
Cc1ccc2c(Cl)cc(Cl)c(OCC(=O)OCC(=O)Nc3ccc(C#N)cc3)c2n1	1	-7	-5	1	·	·	-4
COc1ccc(CN(C)C[C@H]2Oc3ccc(NC(=O)Nc4ccc(F)cc4)cc3CC(=O)N([C@@H](C)CO)C[C@@H]2C)cc1	102*	5	0	36[16.7 µM]	18	-6	-2
CN(C)CC(=O)Nc1ccc2c(c1)[C@H]1C[C@H](CC(=O)N3CCCCC3)O[C@H](CO)[C@H]1O2	-15	-1	-5	-1[16.7 µM]	2	-1	0
O=C(CN1CCC(Cc2ccccc2)CC1)NCCc1ccc(F)cc1	·	0	10	·	·	·	0
Cn1c(N)c(C(=O)COC(=O)CCc2c[nH]c3ccccc23)c(=O)n(C)c1=O	1	·	-1	-5	-3	6	·
Cc1cc(C)cc(OCC(=O)OCCN2C(=O)c3ccccc3C2=O)c1	-1	·	27	-4	·	·	·
Cc1cc(=O)[nH]c(NN=C(CC(C)C)CC(C)C)n1	4	-1	4	-3	·	·	3
O=C(Nc1ccccc1Cl)c1cc(S(=O)(=O)N2CCC3(CC2)OCCO3)ccc1F	5	·	·	4	9	-8	0
CO[C@H]1CN(C)C(=O)c2cc(NC(=O)c3ccc(F)cc3)ccc2OC[C@@H](C)NC[C@@H]1C	-1	·	-15	8[16.7 µM]	-2	0	·
CC(N)c1csc(Nc2nccc(C(F)(F)F)n2)n1 (configuration not stated)	0	2	·	-3	-6	-9	-7
CCN(CC)CCN(C)c1ccc(N2C(=O)C3CC=CCC3C2=O)cc1[N+](=O)[O-] (configuration not stated)	1	-6	8	-6	·	·	-6
CCOC(=O)c1[nH]c2ccc(OC)cc2c1NC(=O)CCN1CCSCC1	·	-10	-10	·	·	·	9
O=C1c2ccccc2NC(c2cccc(Cl)c2)N1N=C1CCCCCC1 (configuration not stated)	3	·	4	-2	13	55*	·
O=C(C[C@@H]1C=C[C@H](NC(=O)C2CCC2)[C@H](CO)O1)NCCCN1CCOCC1	-6	-3	-13	4[16.7 µM]	-3	-6	-4
O=C(Cc1cccs1)N/N=C/C=C/c1ccco1	1	-2	-4	2	-5	7	-8
CCCN=C1NC(=O)C(CC(=O)NCCc2ccccc2)S1 (configuration not stated)	·	-6	0	·	·	·	14
O=C(O)CSc1nnc(-c2ccc3c(c2)OCO3)o1	2	·	·	2	-32	7	·
O=C1Nc2c(c(=O)[nH]c(=O)n2-c2ccccc2)C1(Nc1ncccn1)C(F)(F)F (configuration not stated)	0	·	-12	-1	4	-1	·
Cc1cc(C)c(NC(=O)c2cc(S(=O)(=O)N3CCOCC3)ccc2F)c(C)c1	1	1	-2	9	3	-1	0
Cc1ccc2cc(NC(=O)c3ccc(C(C)(C)C)cc3)ccc2n1	2	-1	-9	4	-23	6	1

An excerpt from above in order of molecular weight, falling:
SMILES	Cneo AK release	SIRT5 block	ARNT TACC3 PPI	miR-122 sensor	C2C12 statin	esBAF inh	ERp5 block
CO[C@H]1CN(C)C(=O)c2cc(NC(=O)c3ccc(F)cc3)ccc2OC[C@@H](C)NC[C@@H]1C	-1	·	-15	8[16.7 µM]	-2	0	·
Cc1ccc2cc(NC(=O)c3ccc(C(C)(C)C)cc3)ccc2n1	2	-1	-9	4	-23	6	1
O=C(O)CSc1nnc(-c2ccc3c(c2)OCO3)o1	2	·	·	2	-32	7	·

Next part
SMILES	Cneo AK release	SIRT5 block	ARNT TACC3 PPI	miR-122 sensor	C2C12 statin	esBAF inh	ERp5 block
CCCN1CCC(=O)N(CCN=[N+]=[N-])CC1	0	·	-2	-20	-16	-3	-2
CSc1ccc(S(=O)(=O)NCc2ccc(Cl)cc2)cc1	1	·	20	7	7	-5	·
CC(Sc1n[nH]c(=O)n1Cc1ccccc1)C(=O)NCC1CCCO1 (configuration not stated)	-1	0	-5	0	-2	-1	3
CCCNC(=O)N1[C@H](CO)[C@@H]2c3ccccc3N(C(=O)c3cccnc3)C[C@@H]21	2	-1	2	-14[16.7 µM]	-2	-4	1
O=C(NCCc1ccccc1)[C@@H]1[C@@H](CO)[C@@H]2Cn3c(cccc3=O)[C@H]1N2C(=O)C1CCCC1	-4	-1	-6	1[16.7 µM]	4	1	-3
Cc1ccc2c(Cl)c(C)c(N3CCCC3)nc2n1	29	4	-5	-1	·	·	?
Cc1ccc(F)cc1NC(=O)N1CCCN(c2ccc(C(F)(F)F)cn2)CC1	3	0	29	-7	3	-8	11
CC(C)C(=O)Nc1sc2c(c1C#N)CCCCC2	10	·	-2	28	·	50*	·
COc1ccc(NC(=O)Nc2ccc3c(c2)CC(=O)N([C@@H](C)CO)C[C@H](C)[C@H](CN(C)Cc2ccc(C(F)(F)F)cc2)O3)cc1	6	·	8	-1[16.7 µM]	-7	0	·
c1cc(OCCCN2CCCCC2)ccc1CN1CCCCC1	1	-6	20	9	-3	-7	0
C[C@H]1CN([C@@H](C)CO)C(=O)c2cccc(NC(=O)Nc3ccccc3)c2O[C@H]1CN(C)Cc1ccc2c(c1)OCO2	1	6	6	33[16.7 µM]	11	3	-5
N/C(=C\C(=O)c1cc(Cl)ccc1O)C(Cl)(Cl)Cl	21	-1	-8	13	-56	-9	9

Already shown: entries from further up.
SMILES	Cneo AK release	SIRT5 block	ARNT TACC3 PPI	miR-122 sensor	C2C12 statin	esBAF inh	ERp5 block
CO[C@H]1CN(C)C(=O)c2cc(NC(=O)c3ccc(F)cc3)ccc2OC[C@@H](C)NC[C@@H]1C	-1	·	-15	8[16.7 µM]	-2	0	·
CC(N)c1csc(Nc2nccc(C(F)(F)F)n2)n1 (configuration not stated)	0	2	·	-3	-6	-9	-7

Next section
SMILES	Cneo AK release	SIRT5 block	ARNT TACC3 PPI	miR-122 sensor	C2C12 statin	esBAF inh	ERp5 block
CN(C)CC#Cc1ccc([C@@H]2[C@H]3CN(C(=O)CN(C)C)CCCCN3[C@H]2CO)cc1	2	2	-1	6[16.7 µM]	3	0	-1
COc1ccc(C(=O)NCC(=O)Nc2ccc(-c3ccccc3)cc2)cc1	0	-2	0	7	-8	7	-13
CN1CCCCN2[C@@H](CO)[C@@H](c3ccc(C4=CCCC4)cc3)[C@@H]2C1	-1	14	3	15[16.7 µM]	6	-22	-1
Cc1ccccc1NC(=O)c1ccc(Cn2cc([N+](=O)[O-])cn2)o1	·	-2	-4	-2	-1	4	-8
C[C@@H]1CN([C@H](C)CO)C(=O)Cc2cc(NC(=O)Nc3ccc(C(F)(F)F)cc3)ccc2O[C@H]1CN(C)Cc1ccc(Cl)c(Cl)c1	-2	-3	-2	-2[16.7 µM]	5	-1	16
CC(C)NC(=O)N(C)C[C@@H]1Oc2c(NS(=O)(=O)c3cn(C)cn3)cccc2C(=O)N([C@@H](C)CO)C[C@@H]1C	-3	-1	-5	-3[16.7 µM]	·	-2	13
CCOC(=O)N1CCC(C(=O)NNC(=O)c2ccc(Cl)cc2Cl)CC1	-1	1	1	-1	-19	-4	9
S=C(NC1CCCCC1)N1CCN(c2ccccn2)CC1	·	-9	-5	·	·	·	5
C/C(CC(=O)Nc1ccccn1)=N\NC(=O)C(=O)Nc1ccccc1C	6	·	1	2	·	·	·
Cc1noc(C)c1COc1ccc(C(=O)OCC(=O)Nc2ccc3c(c2)OCO3)cc1	0	·	-4	-4	-10	1	·
Cc1nc(C(=O)NNC(=O)c2ccc(C(F)(F)F)cc2)cs1	5	-4	·	-2	5	15	4
COc1ccc(-c2cc(NC(C)=O)c3ncc(-c4ccccc4)n3c2)cc1OC	-20	0	·	5	-7	-3	6

A few values from the entries so far:
Cneo AK release, COc1ccc(C(=O)NCC(=O)Nc2ccc(-c3ccccc3)cc2)cc1 : 0
ARNT TACC3 PPI, Cc1noc(C)c1COc1ccc(C(=O)OCC(=O)Nc2ccc3c(c2)OCO3)cc1 : -4
Cneo AK release, CC(C)NC(=O)N(C)C[C@@H]1Oc2c(NS(=O)(=O)c3cn(C)cn3)cccc2C(=O)N([C@@H](C)CO)C[C@@H]1C : -3

(continued)
SMILES	Cneo AK release	SIRT5 block	ARNT TACC3 PPI	miR-122 sensor	C2C12 statin	esBAF inh	ERp5 block
CCOc1ccc(C(=O)Nc2cccc(-n3cnnn3)c2)cc1OCC	1	-3	5	-6	-27	-2	6
CCOc1ccc(S(=O)(=O)N=C(c2ccccc2)N2CCOCC2)cc1	0	-7	-5	10	-5	-8	11
CC(=O)c1cccc(NC(=O)C2CC(=O)N(c3cccc(C)c3C)C2)c1 (configuration not stated)	1	·	-2	-5	6	1	·
OCCN1CCN(c2nc(N3CCCCC3)nc(N3CCCCC3)n2)CC1	1	·	-1	-11	·	3	·
Cc1ccc(S(=O)(=O)N/N=C\c2cc3c(cc2[N+](=O)[O-])OCO3)cc1	-14	-3	-9	0	3	-2	4
CC(=O)N1[C@H](CNC(=O)C2CC2)[C@H](c2ccc(-c3ccccc3)cc2)[C@@H]1CO	5	6	-4	?	13	-5	0
CCc1ccc(OCC(=O)N/N=C(\C)c2ccc(OC(F)F)cc2)cc1	·	-2	-2	·	·	·	-1
Cc1cc2nc(C)n(CCCNC(=O)Nc3ccccc3)c2cc1C	0	·	4	-1	94*	2	·
